Apaf1 inhib: inhibitors of human Apaf-1 apoptosome, primary screen, biochemical, DEVD-Rh110 fluorescence, uHTS; actives 0.71% (n = 330,000); reconstituted apoptosome caspase-3 activity; inhibition, % at 20 µM; Apoptotic protease-activating factor 1 (Homo sapiens), O14727; active = inhibition of at least 40% at 20 µM;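 note: plate controls were DMSO wells for no effect and DEVD-CHO caspase inhibitor wells for full effect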
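Material: cell-free apoptosome with Apaf-1, procaspase-3 and caspase-9; Buffer or medium: Hepes pH 7.5 with detergent and BSA; Reagent: cytochrome c trigger plus (Z-DEVD)2-Rh110 caspase-3 substrate; Times: compound with Apaf-1, dATP, procaspase-3 30 min, then 50 min reaction, room temperature; Technique: Rh110 fluorescence intensity.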
SENP8 block-1: SENP8 protease inhibitors, primary screen, biochemical, luminescence. Sentrin-specific protease 8 (Homo sapiens), Q96LD8. purified SENP8, Z-RLRGG-aminoluciferin cleavage. inhibition, % at 10 µM. actives 1.2% (n = 330,000). AID 2540, 2010; in the data active = inhibition above about 50%
Target sequence (Q96LD8 whole entry, looked up): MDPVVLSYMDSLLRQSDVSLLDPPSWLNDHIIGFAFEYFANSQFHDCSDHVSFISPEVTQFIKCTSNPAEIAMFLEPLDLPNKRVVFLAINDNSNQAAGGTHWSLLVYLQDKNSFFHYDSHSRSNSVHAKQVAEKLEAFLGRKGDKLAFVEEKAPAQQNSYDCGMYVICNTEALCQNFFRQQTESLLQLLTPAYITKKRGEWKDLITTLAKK
SENP6 block: SENP6 protease inhibitors, primary screen, biochemical, luminescence, uHTS. inhibition, % at 10 µM. Recombinant SENP6 catalytic domain, aminoluciferin luminescence. actives 1.8% (n = 330,000). Sentrin-specific protease 6 (Homo sapiens), Q9GZR1;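 active = inhibition above about 50% at the single tested dose, limit read from the data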;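 note: plate controls were DMSO wells with enzyme for no effect and DMSO wells lacking enzyme for full effect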
Target sequence (Q9GZR1 628-1112 limits assumed): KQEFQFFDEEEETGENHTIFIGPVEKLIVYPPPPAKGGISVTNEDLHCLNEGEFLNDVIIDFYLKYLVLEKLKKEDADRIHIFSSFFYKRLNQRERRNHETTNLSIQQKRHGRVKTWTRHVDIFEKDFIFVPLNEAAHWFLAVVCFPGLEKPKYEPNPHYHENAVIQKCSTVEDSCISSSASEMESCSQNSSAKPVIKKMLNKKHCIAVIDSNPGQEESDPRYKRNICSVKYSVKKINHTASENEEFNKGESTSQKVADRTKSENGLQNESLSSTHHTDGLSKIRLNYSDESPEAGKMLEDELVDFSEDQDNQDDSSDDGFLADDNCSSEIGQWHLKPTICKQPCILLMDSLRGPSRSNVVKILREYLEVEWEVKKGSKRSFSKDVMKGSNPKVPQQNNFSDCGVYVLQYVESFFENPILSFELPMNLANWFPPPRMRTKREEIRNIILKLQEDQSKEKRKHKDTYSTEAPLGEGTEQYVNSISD
SENP7 inh: SENP7 protease inhibitors, primary screen, biochemical, luminescence, uHTS | Sentrin-specific protease 7 (Homo sapiens), Q9BQF6 | recombinant SENP7, Z-RLRGG-aminoluciferin luminescence, 40 min | inhibition, % at 5 µM | actives 1.5% (n = 330,000) | AID 434973, 2010;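 active = inhibition above about 50% at the single test dose, limit read from the data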;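 note: plate controls were DMSO with enzyme for no effect and no enzyme buffer wells for full effect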
Target sequence (Q9BQF6 706-1050 limits assumed): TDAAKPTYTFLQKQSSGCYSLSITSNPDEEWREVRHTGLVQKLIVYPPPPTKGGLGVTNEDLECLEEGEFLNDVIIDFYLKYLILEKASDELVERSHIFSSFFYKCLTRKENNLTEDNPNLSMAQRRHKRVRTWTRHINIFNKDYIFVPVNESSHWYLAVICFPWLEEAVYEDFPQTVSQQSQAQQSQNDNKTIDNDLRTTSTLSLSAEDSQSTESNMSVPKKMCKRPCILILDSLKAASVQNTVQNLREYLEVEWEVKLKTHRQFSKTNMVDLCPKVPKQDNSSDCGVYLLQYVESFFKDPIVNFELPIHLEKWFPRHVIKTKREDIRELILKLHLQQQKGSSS
SENP1 FRET inh: human SENP1 catalytic domain inhibitors, primary screen, biochemical, FRET, uHTS. Sentrin-specific protease 1 (Homo sapiens), Q9P0U3. recombinant SENP1 catalytic domain, CyPet-SUMO1-YPet FRET cleavage. inhibition, % at 10 µM. actives 0.21% (n = 360,000). AID 624204, 2012;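 active = inhibition at least 30% at 10 µM, raw YFP signal under a set limit, fluorescence ratio 0.5 to 1.5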;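 note: 0% = enzyme with DMSO and 100% = no enzyme wells; some results filed as inactive read as strong as hits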
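Test system: human SENP1 catalytic domain; medium: Tris pH 8 buffer plus EDTA, NaCl, BME, BSA, NP40, catalase; incubation: 50 min reaction at room temperature; technique: FRET, CFP and YFP emission; controls: no-enzyme low control and enzyme-plus-DMSO high control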
SENP8 block-2: human SENP8 protease inhibitors, primary screen, biochemical, fluorescence, Nedd8 protein substrate, uHTS. recombinant SENP8. Sentrin-specific protease 8 (Homo sapiens), Q96LD8. AID 602440, 2012. actives 0.64% (n = 360,000). inhibition, % at 20 µM; in the data active = inhibition mostly above about 40%, no sharp cut-off; inactive = mostly below about 27%
PfG6PD inh: PfG6PD enzyme inhibitors, primary screen, biochemical, fluorescence intensity, uHTS. glucose-6-phosphate dehydrogenase-6-phosphogluconolactonase (Plasmodium falciparum 3D7). PfGluPho enzyme, NADPH resazurin-diaphorase fluorescence. inhibition, % at 20 µM. actives 0.78% (n = 350,000);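 active = inhibition reaching at least a set limit at 20 µM in the primary screen, cut at about 59% in these data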;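 note: 0% = DMSO wells with substrate and 100% = DMSO wells lacking glucose-6-phosphate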
HKDC1 inhibitor: HKDC1 hexokinase inhibitors, primary screen, biochemical, fluorescence, uHTS; recombinant HKDC1, G6PDH/diaphorase resazurin coupled fluorescence; AID 493160, 2011; inhibition, % at 20 µM; actives 0.16% (n = 340,000);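 active = inhibition above about 35% when tested at 20 µM, limit read from the data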;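 note: plate controls were DMSO wells with enzyme for no effect and DMSO wells lacking enzyme for full effect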
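Assay system – recombinant HKDC1 (HK5) hexokinase enzyme, produced in-house · Input – HKDC1 at 5 µg/mL · Reagent – glucose plus 1 mM ATP as hexokinase substrates · Timing – 90 min reaction incubation at room temperature, dark · Measured by – G6PDH/diaphorase-coupled fluorescence, 1 mM NADP, 100 µM resazurin, 525/613 nm · Benchmarks – DMSO-enzyme wells negative, buffer-substituted wells positive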
NLRP3 yeast inh: NALP3 inflammasome inhibitors in reconstituted yeast, primary screen, luminescence, uHTS; Yeast reconstituted NLRP3/ASC/caspase-1, beta-gal luminescence, 24 h; inhibition, % at 10 µM; actives 0.39% (n = 330,000); AID 2825, 2010;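 active = inhibition of 50% or more; inactive = inhibition below 50%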;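 note: plate controls were induced DMSO wells for no effect and uninduced yeast grown without galactose for full effect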
Starred values were filed as active, the others as inactive; . = not tested or not shown. Compounds were not picked by outcome; overall some 4.1% were active at least once.

SMILES | Apaf1 inhib | SENP8 block-1 | SENP6 block | SENP7 inh | SENP1 FRET inh | SENP8 block-2 | PfG6PD inh | HKDC1 inhibitor | NLRP3 yeast inh
Cc1cc(C(=O)OCC(=O)Nc2ccc(F)cc2[N+](=O)[O-])c2ccccc2n1 | -1 | 12 | 11 | 9 | 4 | 15 | 5 | 0 | -6
COc1ccc(OC)c(C2C3=C(CCCC3=O)Nc3nnnn32)c1 (stereo not drawn) | 4 | 6 | -7 | 2 | -1 | -15 | 15 | -13 | -2
Cc1c2c(n3c(nc4ccccc43)c1C#N)N(CCN(C)C)CC2 | -10 | 3 | 2 | 1 | -32 | -434 | -7 | 0 | 16
Cc1ccc(-c2nc(CN(CC3CCC3)CC3CCCO3)c(C)o2)s1 (stereo not drawn) | 5 | -4 | -13 | -4 | -5 | -76 | 5 | -4 | 17
O=C(/C=C/c1ccccc1)NC(=S)NNC(=O)c1ccco1 | -6 | 3 | -4 | 3 | 1 | 25 | -35 | -24 | 27
COc1ccc([N+](=O)[O-])cc1NC(=O)C(C)OC(=O)c1cccnc1 (stereo not drawn) | -8 | -15 | 8 | -6 | 1 | 20 | 0 | -9 | -17
O=C(CSc1nnc(C2COc3ccccc3O2)o1)N1CCCc2ccccc21 (stereo not drawn) | 23 | 17 | -6 | 0 | 3 | 15 | -17 | 8 | 17
O=C(COC(=O)/C=C/c1ccccc1Cl)NCC1CCCO1 (stereo not drawn) | -10 | 8 | 1 | 3 | 2 | 9 | -9 | -4 | 0
CCOC(=O)C1CCN(C(=O)CC(C)c2ccccc2)CC1 (stereo not drawn) | 5 | 4 | -13 | 10 | 1 | 17 | -13 | 0 | 16
Cc1csc(C(C)NC(=O)c2ccc(OC3CCN(CCc4ccccc4)CC3)cc2)n1 (stereo not drawn) | 6 | -2 | -18 | 0 | -2 | 26 | -8 | 1 | 10
CCn1ncc(-c2cc(C(=O)O)no2)c1C | -8 | 2 | -11 | 0 | . | . | -10 | -2 | 12
COc1cccc(C(C#N)N2N=C(C)CC2(C)C)c1O (stereo not drawn) | -6 | -3 | -7 | 5 | 9 | -7 | 11 | -11 | -17
COc1cc(-c2[nH]ncc2CN2CCN(c3cccc(C)n3)CC2)cc(OC)c1OC | -24 | 1 | -10 | 2 | 2 | 22 | -17 | -4 | 4
CCOC(=O)C1(CC)NC(c2cccc(F)c2)C2C(=O)N(CC)C(=O)C21 (stereo not drawn) | -3 | 2 | 4 | 2 | 1 | 7 | -4 | -4 | 8
Cc1ccc2c(CN3CC(C)CC(C)C3)cc(=O)oc2c1 (stereo not drawn) | 5 | -2 | 19 | -3 | -1 | 10 | 1 | -2 | 13
COc1ccc(-c2nnc(Nc3ccc(OC)c(C(=O)N4CCCCC4)c3)c3ccccc23)cc1 | 21 | -7 | 5 | 4 | -3 | -111 | -13 | 9 | 9
Cc1cccc(C)c1NC(=O)NC1CCc2ccccc21 (stereo not drawn) | -4 | 2 | 3 | -10 | 0 | 7 | 3 | -2 | 16
CCC(C)C(=O)Nc1ccc(S(=O)(=O)Nc2nccs2)cc1 (stereo not drawn) | 1 | 6 | 10 | 10 | 4 | 10 | -12 | -7 | 8
COCCCNC(=O)Cc1c(C)c2c(cc(C)c3c(C)c(C)oc32)oc1=O | 13 | -3 | -24 | -8 | -1 | -298 | -4 | -2 | 19
Cc1ccc(C)c(C(=O)COC(=O)c2c(-c3ccccc3)noc2C)c1 | 38 | -5 | -14 | 10 | -1 | 4 | 6 | 1 | 4
COc1ccc(-c2n[nH]c(=S)n2-c2ccccc2C)cc1OC | -10 | 3 | 22 | 2 | 1 | -54 | 29 | 2 | 12
CC1(C)CC(=O)C(C2C3=C(CC(C)(C)CC3=O)OC3=C2C(=O)CC(C)(C)C3)=C(O)C1 | -14 | 5 | -14 | 4 | -1 | 15 | -8 | -5 | 5
COc1ccc(CN(C(=O)/C=C/c2ccco2)C2CCS(=O)(=O)C2)cc1OC (stereo not drawn) | 0 | -4 | 9 | 3 | 1 | 13 | 23 | 3 | 9
O=C(c1nn2c(C(F)(F)F)cc(-c3ccccc3)nc2c1Cl)N1CCN2CCCC2C1 (stereo not drawn) | 14 | -7 | -3 | -8 | 0 | -8 | -5 | 3 | 19
COCCN1C(=O)c2ccc(C(=O)NCc3cccnc3)cc2C1=O | 1 | -7 | -34 | -3 | 2 | 20 | 7 | -8 | 2
Cc1cc(OC(C)C(=O)NCCN2CCOCC2)c2c(C)cc(=O)oc2c1 (stereo not drawn) | -4 | -2 | -4 | 7 | -4 | -253 | -6 | -3 | 9
CCNc1nc(NCC)n2c(SCc3ccc(F)cc3)nnc2n1 | -1 | 0 | 2 | -8 | 1 | 24 | 2 | -3 | 16
Clc1ccc(/C=C/c2ncc3ccccn23)cc1 | -9 | -6 | -6 | -3 | -34 | -445 | 46 | -1 | 29
COc1ccc(-n2nc(C(=O)NCC(=O)NCCc3ccc(OC)c(OC)c3)c3ccccc3c2=O)cc1Cl | 20 | -2 | -28 | -7 | 4 | -302 | -12 | -2 | -3
NNC(=O)c1oc2ccccc2c1-n1cccc1 | -13 | 1 | 1 | 8 | 2 | -38 | -1 | -5 | 4
CCC(C)NC(=O)[C@H]1N2C(=O)c3c(ccc(OC)c3OC)C2SC1(C)C (stereo partly drawn) | -4 | 1 | 3 | 5 | -3 | -69 | -10 | 0 | 17
FC(F)(F)C(F)(F)c1nnc2ccc(-n3ccnc3)nn12 | 0 | 0 | -16 | 2 | -1 | 11 | -6 | 1 | 6
CC(C)C(NC(=O)c1ccc(C(C)(C)C)cc1)C(=O)OCC(=O)NC(=O)Cc1ccccc1 (stereo not drawn) | 17 | -10 | -22 | -12 | 2 | 20 | 26 | -2 | 8
Cc1cccc(CC(=O)NCCN2CCOCC2)c1 | -5 | 5 | -33 | -6 | 1 | 10 | -17 | 0 | 22
COc1ccc2c(c1)nc(SCC(=O)c1cccs1)n2C | -18 | -16 | -25 | -8 | 2 | 7 | 39 | 0 | 8
CCn1cnc2sc(C(=O)Oc3cccc(C)c3)c(C)c2c1=O | 8 | -6 | -1 | -6 | 0 | 6 | 15 | -12 | 17
CCOC(=O)C1=C(N)n2c(s/c(=C\c3ccco3)c2=O)=C(C(=O)OC(C)C)C1c1ccco1 (stereo not drawn) | 15 | -7 | -11 | -11 | -10 | 2 | -6 | 7 | 8
Cc1noc(C)c1COc1ccc(C(=O)N2CCN(c3cccc(Cl)c3)CC2)cc1 | 18 | -19 | -20 | 11 | 1 | 11 | 9 | -4 | 13
Cc1ccc(-n2sc3ccccc3c2=O)cc1 | 12 | 86* | 94* | 77* | 0 | 14 | 115* | 15 | -10
C(=N\N(Cc1ccccc1)c1ccccc1)/c1cccnc1 | 23 | -6 | 15 | -7 | 0 | 17 | 6 | -7 | 6
COc1ccc(CC(NC(C)=O)C(=O)NC2CCN(C(=O)C3CCCCC3)CC2)cc1OC (stereo not drawn) | -6 | 5 | 10 | -1 | 3 | 1 | -1 | -8 | -6
Cc1cc(C)cc(OCC(=O)OCC(=O)c2ccc3c(c2)NC(=O)CO3)c1 | 11 | -3 | -14 | -16 | 3 | 18 | -6 | -2 | -6
CCN(C(=O)COC(=O)c1ccccc1O)c1nc2ccccc2s1 | 16 | -8 | -1 | 3 | 3 | -19 | -13 | -6 | 9
CCc1ccc(C(CNC(=O)c2ccc3c(=O)n(-c4ccccc4F)c(=S)[nH]c3c2)N(C)C)cc1 (stereo not drawn) | 6 | 3 | -4 | 5 | -6 | -175 | 4 | 8 | 26
Cc1onc(C(=O)Nc2ccc(OC(F)(F)F)cc2)c1[N+](=O)[O-] | -7 | 1 | -6 | 6 | 5 | 4 | 12 | 79* | 21
CC#CCN1c2ccccc2[C@]23C[C@@H](C(=O)OC)N=C2NC(C(=O)OC)=C(C(=O)OC)[C@H]13 | 1 | 4 | 0 | 5 | -1 | 15 | -6 | -3 | 20
COc1ccccc1C(=O)NC(CCSC)C(=O)OC(C)C(N)=O (stereo not drawn) | -25 | -2 | 8 | 10 | 4 | -1 | -4 | -4 | -20
Cc1nn(CC(C)C)c(Cl)c1C(=O)N(C)CC(=O)Nc1c(Cl)cccc1Cl | 12 | -7 | -2 | -5 | 0 | -2 | -13 | -3 | 4

3 entries drawn at random from those above, as already listed:
SMILES | Apaf1 inhib | SENP8 block-1 | SENP6 block | SENP7 inh | SENP1 FRET inh | SENP8 block-2 | PfG6PD inh | HKDC1 inhibitor | NLRP3 yeast inh
C(=N\N(Cc1ccccc1)c1ccccc1)/c1cccnc1 | 23 | -6 | 15 | -7 | 0 | 17 | 6 | -7 | 6
CCc1ccc(C(CNC(=O)c2ccc3c(=O)n(-c4ccccc4F)c(=S)[nH]c3c2)N(C)C)cc1 (stereo not drawn) | 6 | 3 | -4 | 5 | -6 | -175 | 4 | 8 | 26
CCOC(=O)C1=C(N)n2c(s/c(=C\c3ccco3)c2=O)=C(C(=O)OC(C)C)C1c1ccco1 (stereo not drawn) | 15 | -7 | -11 | -11 | -10 | 2 | -6 | 7 | 8

(continued)
SMILES | Apaf1 inhib | SENP8 block-1 | SENP6 block | SENP7 inh | SENP1 FRET inh | SENP8 block-2 | PfG6PD inh | HKDC1 inhibitor | NLRP3 yeast inh
Brc1cccc(-c2n[nH]c(-c3ccccc3)n2)c1 | 16 | 16 | 44 | 17 | 1 | 21 | 39 | -2 | 23
O=C(CCNC(=O)c1ccccc1)Oc1ccc([N+](=O)[O-])cc1 | -3 | -2 | 4 | 4 | -1 | 19 | 4 | 6 | -17
C/C(=N\NC(=S)Nc1ccccc1)C1Cc2ccccc2C(=O)O1 (stereo not drawn) | -14 | 1 | -8 | 7 | 1 | 4 | 4 | 27 | 40
O=C1Nc2cc(C(=O)N3CCC(N4CCCCC4)CC3)ccc2S/C1=C\c1ccccc1 | 18 | 1 | 6 | -3 | -3 | -5 | -10 | -2 | -7
c1ccc(Cn2ccnc2SCc2nnc(-c3ccccc3)o2)cc1 | 8 | 2 | -5 | -4 | 1 | 16 | -12 | 6 | 6

Three compounds out of the list above, ordered by the number in NLRP3 yeast inh, descending.
structure | SENP6 block | SENP7 inh | SENP1 FRET inh | PfG6PD inh | HKDC1 inhibitor | NLRP3 yeast inh
C/C(=N\NC(=S)Nc1ccccc1)C1Cc2ccccc2C(=O)O1 (stereo not drawn) | -8 | 7 | 1 | 4 | 27 | 40
Brc1cccc(-c2n[nH]c(-c3ccccc3)n2)c1 | 44 | 17 | 1 | 39 | -2 | 23
c1ccc(Cn2ccnc2SCc2nnc(-c3ccccc3)o2)cc1 | -5 | -4 | 1 | -12 | 6 | 6

Source: PubChem BioAssay
